Screening results deposited in PubChem by several laboratories.
Ba/F3 V617F tox: loss of viability in JAK2V617F-driven Ba/F3 cells; 220,000 tested, 1.1% active; Ba/F3 EpoR-JAK2V617F viability, ATP luminescence; inhibition, % at 5.6 µM; AID 1446;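 active = inhibition above the campaign mean plus 3 SD over all tested compounds, cut at about 24% in these data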;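 note: cytokine-independent growth of Ba/F3 cells driven by EpoR plus mutant JAK2; 0% = DMSO-treated cells and 100% = JAK inhibitor I control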
BaF3 parental: counter-screen for JAK2V617F inhibitors: parental Ba/F3 viability inhibitors. CellTiter-Glo ATP luminescence. inhibition, % at 5.6 µM. 220,000 tested, 1.1% active. AID 1486;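 active = inhibition above a per-campaign cutoff, the mean inhibition of all tested compounds plus 3 SD, cut at about 27% in these data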;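 note: 0% = DMSO wells and 100% = JAK Inhibitor I control wells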
S1P4 agonist: activates the human S1P4 receptor | 220,000 tested, 0.35% active | O95977 | activation, % at 4.98 µM | S1P4-expressing cell line, agonist reporter assay; in the data active = activation above about 11%;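 note: 0% = DMSO vehicle and 100% = reference agonist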
NCF1 inh: p47phox (human) inhibition; inhibition, % at 24.7 µM; p47phox/p22phox peptide binding, fluorescence polarization, 2 h; 220,000 tested, 0.53% active; AID 1274;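 active = inhibition above about 30%, limit read from the data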;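 note: 0% = p47phox with labelled peptide and 100% = labelled peptide alone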
Target sequence (P14598 whole entry, looked up): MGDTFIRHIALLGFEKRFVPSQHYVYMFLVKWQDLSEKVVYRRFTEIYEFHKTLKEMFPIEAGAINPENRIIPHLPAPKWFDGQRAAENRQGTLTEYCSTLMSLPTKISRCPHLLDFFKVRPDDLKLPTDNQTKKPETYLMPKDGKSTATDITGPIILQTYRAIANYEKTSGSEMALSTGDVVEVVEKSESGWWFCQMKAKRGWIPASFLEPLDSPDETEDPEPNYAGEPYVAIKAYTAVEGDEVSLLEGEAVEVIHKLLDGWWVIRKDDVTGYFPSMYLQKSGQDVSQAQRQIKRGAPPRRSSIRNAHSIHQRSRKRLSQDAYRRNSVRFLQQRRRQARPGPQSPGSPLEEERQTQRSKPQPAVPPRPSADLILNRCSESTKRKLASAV
NPY Y1 blocker: blocks the human neuropeptide Y Y1 receptor. 200,000 tested, 1% active. P25929. HEK293-CNG Y1 cells, membrane potential fluorescence; NPY at EC95, then isoproterenol. inhibition, % at 3.6 µM;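 active = inhibition above the campaign mean inhibition of all tested compounds plus 3 SD, cut at about 20% in these data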;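 note: 0% = DMSO wells given NPY plus isoproterenol and 100% = isoproterenol alone without NPY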
Target sequence (P25929 whole entry, looked up): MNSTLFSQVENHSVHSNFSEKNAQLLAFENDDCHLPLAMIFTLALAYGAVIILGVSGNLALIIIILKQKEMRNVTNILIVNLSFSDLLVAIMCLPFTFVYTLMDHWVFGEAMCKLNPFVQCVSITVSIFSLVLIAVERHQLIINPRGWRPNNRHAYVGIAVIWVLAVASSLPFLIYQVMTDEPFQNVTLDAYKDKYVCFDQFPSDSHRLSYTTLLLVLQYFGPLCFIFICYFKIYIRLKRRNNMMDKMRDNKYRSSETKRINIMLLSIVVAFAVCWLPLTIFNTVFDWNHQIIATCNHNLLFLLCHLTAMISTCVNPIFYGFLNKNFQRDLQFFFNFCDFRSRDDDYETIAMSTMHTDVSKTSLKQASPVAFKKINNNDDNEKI
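System: HEK293 cells with Y1 receptor plus CNG channel / Probe or stimulus: NPY 25 nM then isoproterenol 1 µM plus Ro 20-1724 25 µM / Compound: one concentration, 3.6 µM, in 0.4% DMSO / Schedule: compound incubation 1 h at room temperature, readout 45 min post-stimulation / Measured by: membrane potential fluorescence / Read-out: % inhibition of NPY effect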
NPY-Y1 PAM-ag: potentiators or agonists of human neuropeptide Y receptor Y1; P25929; NPY-Y1 expressing cells, potentiator/agonist activation; activation, % at 3.6 µM; 220,000 tested, 0.37% active; in the data active = activation above about 33%, passing the limit was not always enough;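 note: cells stimulated with NPY at EC10 then isoproterenol at EC100; 0% = low agonist plus stimulus and 100% = saturating agonist plus stimulus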
CHOP inh: blocks CHOP induction under ER stress; AID 2732; 220,000 tested, 3.8% active; inhibition, % at 10 µM; CHO-K1 CHOP-promoter luciferase, tunicamycin-induced, 15-18 h;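 active = compounds that reduced the stress-induced luciferase reporter signal by more than about 70% of percent inhibition, limit read from the data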;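 note: 0% = tunicamycin plus vehicle and 100% = wells without tunicamycin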
NPY-Y2 PAM-ag: human NPY-Y2 potentiation or agonism, primary screen. cells expressing NPY-Y2, potentiator/agonist read-out. activation, % at 3.6 µM. 220,000 tested, 0.45% active; in the data active = activation above about 27%;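 note: cells stimulated with NPY near EC25 plus isoproterenol at EC100; 0% = vehicle plus submaximal agonist and 100% = vehicle plus saturating agonist; some results beyond the cut were filed as inactive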
S1P4 antagonist: blocks the human S1P4 receptor | O95977 | S1P4-expressing cells, antagonist mode, reporter read-out | inhibition, % at 4.98 µM | 220,000 tested, 0.26% active; in the data active = inhibition above about 29%;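 note: 0% = wells stimulated with agonist and 100% = vehicle wells without agonist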
An asterisk follows results filed as active; nt = not tested or not shown. Outcome played no part in choosing rows. Share with any hit: about 7.1%.

SMILES	Ba/F3 V617F tox	BaF3 parental	S1P4 agonist	NCF1 inh	NPY Y1 blocker	NPY-Y1 PAM-ag	CHOP inh	NPY-Y2 PAM-ag	S1P4 antagonist
CCCSc1nn2c(=O)c3ccccc3nc2s1	-1	5	1.0	-4	7	-4	39	-5	3
CCSC1=N/C(=C\c2ccc(C(=O)O)cc2)C(=O)S1	-1	4	0.5	-7	-1	5	26	3	-2
COc1cc(OC)cc(C(=O)N[C@H](C(=O)OCC(=O)Nc2sccc2C#N)C(C)C)c1	2	5	-2.0	-31	-3	-4	-6	-2	-9
S=c1[nH]nc(C2CCCCC2)o1	1	10	-0.1	-2	-3	6	7	-8	-7
CCCCCC1=CCC/C1=N\NC(=O)c1ccc2c(c1)OCO2	3	8	0.9	-3	7	-27	24	-9	10
Cc1ccc(-n2c(-c3ccccc3)nnc2-c2cccs2)cc1	-2	1	-3.2	7	2	-2	-13	-11	-3
Cc1cccc(N2C(=O)CN(Cc3cccs3)C2=S)c1	5	11	-0.5	0	-7	-5	20	-8	-12
c1ccc2c(c1)c1ccccc1n1c(-c3ccc4c(c3)OCO4)nnc21	-2	3	0.1	16	14	-2	21	-6	-7
CCOc1ccccc1C(=O)Nc1nccs1	2	10	-1.3	3	-14	2	14	-2	8
CCN1/C(=C(\O)c2ccccc2)C(=O)c2ccccc2S1(=O)=O	-1	3	-1.4	0	-2	-40	7	-14	18
CC(C)(C)NC(=O)CSc1nc2ccccc2c(=O)[nH]1	-1	0	0.4	-6	nt	-18	-3	-14	4
COc1ccc(N(Cc2ccco2)C(=O)c2ccccc2F)cc1OC	4	5	0.2	-2	11	3	13	-9	-4
O=C(Nc1ccc(O)cc1C(=O)O)c1cccs1	-5	0	-1.7	-10	1	20	11	-6	5
CC(C)[C@H](NC(=O)c1cccc(S(=O)(=O)N2CCCC2)c1)c1nc2ccccc2[nH]1	0	8	1.4	-13	3	14	36	9	-14
Cn1c(=O)c2c(nc(N3CCOCC3)n2Cc2c(F)cccc2Cl)n(C)c1=O	-2	2	-2.1	-14	-4	14	-4	13	-6
CCN1CCC(NC(=O)c2cc(OC)c(OC)cc2OC)CC1	-2	0	-0.8	-15	3	15	28	-1	5
Cc1ccc(-n2c(SCC(=O)NCc3cccs3)nnc2-c2ccoc2C)cc1	1	2	-1.1	-11	4	-3	14	-10	12
O=C(CN(C(=O)CSc1nc2ccccc2o1)c1cccc(F)c1)NC1CCCCC1	-5	2	-1.1	-12	3	20	1	-7	-18
COc1ccc(C(C)N2CC34C=CC(O3)C(C(=O)OCC(C)C)C4C2=O)cc1 (stereo not given)	1	3	0.4	-7	-3	-2	21	3	6
COc1cc(CNc2ccc3c(c2)CCC3)cc(OC)c1O	-3	2	0.3	-6	-2	-7	-59	6	-20

A few values from the list:
In S1P4 agonist, `CC(C)(C)NC(=O)CSc1nc2ccccc2c(=O)[nH]1` reads 0.4
In NPY-Y2 PAM-ag, `COc1ccc(C(C)N2CC34C=CC(O3)C(C(=O)OCC(C)C)C4C2=O)cc1` (stereo not given) reads 3
In BaF3 parental, `CCOc1ccccc1C(=O)Nc1nccs1` reads 10
In S1P4 agonist, `Cc1ccc(-n2c(-c3ccccc3)nnc2-c2cccs2)cc1` reads -3.2

More records follow.
SMILES	Ba/F3 V617F tox	BaF3 parental	S1P4 agonist	NCF1 inh	NPY Y1 blocker	NPY-Y1 PAM-ag	CHOP inh	NPY-Y2 PAM-ag	S1P4 antagonist
COC(=O)Nc1c(-c2ccccc2)nc2ccc(C)cn12	0	8	0.7	-5	4	-3	12	12	-7
CON(C)S(=O)(=O)c1ccc2c(c1)NC(=O)C1CCCN21 (stereo not given)	1	7	1.3	-27	2	1	19	-1	-22
C#CCOCCOCCOCCNc1nc(N2CCN(C(=O)[C@H](CCC(=O)O)n3cc(C(N)CO)nn3)CC2)nc(N2CCN(C(=O)[C@H](Cc3ccc(O)cc3)n3cc(C(N)[C@H](C)CC)nn3)CC2)n1 (stereo not given in full)	0	-6	-0.9	-8	5	5	-5	-1	5
Cc1onc(-c2ccccc2)c1C(=O)NCCc1ccc(S(N)(=O)=O)cc1	0	2	-2.5	0	7	-14	13	0	-3
O=c1[nH]c(SCc2ccccc2F)nc2ccccc12	-3	-3	-0.5	26	10	11	38	-3	-10
NC(N)=NC1=NC(=O)C(Cc2ccccc2)S1 (stereo not given)	2	3	-0.1	2	4	10	3	-12	-5
Cc1cc(NC(=O)COC(=O)COc2ccc(Cl)cc2C)c([N+](=O)[O-])cc1C	-2	5	0.7	-12	8	-1	46	-6	-6
C=CCNC(=O)c1sc(SC)cc1-c1ccc(Cl)cc1	-2	-2	-1.4	-11	6	-26	72*	-21	-5
O=C(CSc1nnc(NCc2ccccc2)s1)N1CCOCC1	-1	4	1.1	-18	-1	9	-16	20	-2
Cc1ccc(NC(=O)C(=O)Nc2ccc(C)cn2)nc1	-2	-1	1.9	-16	-1	-4	-28	6	-14
CC1(C)CC(=O)C2=C(C1)OC(N)=C([N+](=O)[O-])C2c1ccc(C#N)s1 (stereo not given)	1	-1	-0.1	0	1	-10	9	-7	-3
CC(C)Cn1c(SC(C)C(=O)Nc2ccc(N3CCOCC3)cc2)nc2ccccc21 (stereo not given)	-2	2	-1.6	-8	1	17	29	0	-16
O=C(NCCc1cccc(Cl)c1)c1cccnc1	-1	3	1.4	4	-3	-23	-8	11	10
Cc1cc(N2CCN(c3nc(-c4ccccc4)cs3)CC2)c2ccccc2n1	-4	0	-2.3	-3	7	1	26	-3	5
CCOC(=O)N1CCN(C(=O)Cc2cccc3ccccc23)CC1	4	-3	2.0	10	-8	-19	-23	-7	19
O=C(Nc1cccc([N+](=O)[O-])c1)c1ccc2c(c1)OCO2	-3	1	1.6	-6	4	-8	44	-6	3
CN(C)/C=C/C(=O)c1ccc(Cl)cc1Cl	0	8	-1.0	-2	-1	5	1	-9	-7
Cc1ccc(C(=O)Nc2ccc(Cl)cc2C)c(Cl)c1	3	4	-1.3	3	0	-15	-31	-1	1
COc1ccc(OC)c(C2CC(=O)N3CN(c4cccc(Cl)c4C)CSC3=C2C#N)c1 (stereo not given)	2	4	-1.8	nt	4	4	nt	4	1
O=C(Nc1cccc2ccccc12)/C(=C/c1ccc([N+](=O)[O-])cc1)NC(=O)c1ccccc1	-1	3	-2.9	-5	2	40	11	27	6

Molecules shown so far with a cyano group (3):
SMILES	Ba/F3 V617F tox	BaF3 parental	S1P4 agonist	NCF1 inh	NPY Y1 blocker	NPY-Y1 PAM-ag	CHOP inh	NPY-Y2 PAM-ag	S1P4 antagonist
COc1cc(OC)cc(C(=O)N[C@H](C(=O)OCC(=O)Nc2sccc2C#N)C(C)C)c1	2	5	-2.0	-31	-3	-4	-6	-2	-9
CC1(C)CC(=O)C2=C(C1)OC(N)=C([N+](=O)[O-])C2c1ccc(C#N)s1 (stereo not given)	1	-1	-0.1	0	1	-10	9	-7	-3
COc1ccc(OC)c(C2CC(=O)N3CN(c4cccc(Cl)c4C)CSC3=C2C#N)c1 (stereo not given)	2	4	-1.8	nt	4	4	nt	4	1

Next section.
SMILES	Ba/F3 V617F tox	BaF3 parental	S1P4 agonist	NCF1 inh	NPY Y1 blocker	NPY-Y1 PAM-ag	CHOP inh	NPY-Y2 PAM-ag	S1P4 antagonist
C=C(C)c1cccc(C(C)(C)NC(=O)Nc2nnc(C(C)C)s2)c1	0	-5	3.6	-6	nt	16	-5	-6	4
O=C(O)CCCCCCC1C(=O)NC(=O)N1CCC(O)C1CCCCC1 (stereo not given)	0	5	1.0	-15	24*	-50	7	-2	-19
Cc1ccc(NC(=O)COC(=O)c2sccc2C)cc1S(=O)(=O)N1CCOCC1	0	3	-1.7	-2	-8	36	7	23	2
Cc1cc2nc(N)sc2cc1C	2	7	1.7	-8	-1	1	33	0	7
Cc1ccc(-c2cc(C(F)F)n3ncc(C(=O)Nc4c(C)nn(Cc5c(Cl)cccc5Cl)c4C)c3n2)cc1	-1	1	1.0	-12	-5	7	91*	2	-1
Cc1cc(C)cc(OCc2nc(-c3cccnc3)no2)c1	-3	0	1.2	-12	6	-6	12	-6	1
Nc1ccc(Br)cc1C(=O)O	-2	5	0.6	1	6	-11	35	1	10
CCOC(=O)c1c(C)[nH]c2c1cc(O)c1ccccc12	0	-1	-1.0	-14	-2	-3	50	3	0
Cc1ccc(C)c(S(=O)(=O)N2C(=S)NC(=O)C2CC(C)C)c1 (stereo not given)	-2	3	-3.1	-21	4	-1	-25	1	8
Cc1ccc2[nH]c(=O)c(CN(CC3CCCO3)S(=O)(=O)c3c(C)ccc4nsnc34)cc2c1 (stereo not given)	5	3	-0.9	-1	-2	6	-3	-3	-9
CCOc1ccc(-c2ccc(SCC(=O)N3CCOCC3)nn2)cc1	3	3	1.1	7	1	-13	2	-8	5
COc1ccccc1NC(=O)CSc1nnnn1-c1ccc(C(=O)O)cc1	3	7	-0.4	-8	-1	-11	13	16	-12
CCCCn1ccc(=O)c2c(C(F)(F)F)nccc21	-2	7	1.3	3	1	10	7	11	-15
CCCC(=O)Nc1cc(Cl)ccc1C	4	6	-0.8	-3	15	-15	9	-5	-11
CCCN1CCC(NC(=O)CCc2nnc(-c3ccccc3)o2)CC1	5	10	-0.1	-26	1	0	-2	-16	-3
COCCn1cc(C(=S)N2CCOCC2)c2ccccc21	5	7	-0.7	-10	0	2	20	-4	-5
N/C(=N\OC(=O)c1cccc(Cn2cc(C(F)(F)F)ccc2=O)c1)c1ccc(Cl)cc1	2	-6	0.5	-7	nt	1	11	-7	9
COc1cc(NC(=O)CSc2nccc(C)n2)c(C(=O)O)cc1OC	-4	0	-2.0	-12	8	11	10	-8	-3
CCCCOc1ccc(NC(=O)CCSc2nccn2C)cc1	2	8	1.9	-15	3	26	13	7	5
CC(=O)c1c(N2CCN(Cc3ccccc3)CC2)[nH]c(-c2ccccc2)nc1=S	0	5	1.5	-40	3	13	nt	-9	-1
O=C(OCCN1CCCC1=O)c1cc(F)c(F)c(F)c1F	2	7	-0.5	1	0	-24	-8	15	-9

Gathered by group, those above containing a furan ring, fused or not
SMILES	Ba/F3 V617F tox	BaF3 parental	S1P4 agonist	NCF1 inh	NPY Y1 blocker	NPY-Y1 PAM-ag	CHOP inh	NPY-Y2 PAM-ag	S1P4 antagonist
COc1ccc(N(Cc2ccco2)C(=O)c2ccccc2F)cc1OC	4	5	0.2	-2	11	3	13	-9	-4
Cc1ccc(-n2c(SCC(=O)NCc3cccs3)nnc2-c2ccoc2C)cc1	1	2	-1.1	-11	4	-3	14	-10	12
